# All columns: NCI-60 one-dose screen, growth in % after 48 h at 10 µM unless noted; 100 = growth as untreated, 0 = no growth, -100 = all killed.
# HCC-2998: HCC-2998 colon cancer. AID 1794799. 79,000 compounds, 4.7% hits
# KM12: KM12 colon cancer cells; 82,000 compounds, 5% hits; AID 1794800
# SNB-75: SNB-75 CNS cancer; 79,000 compounds, 5% hits
# HT29: HT29 colon cancer; 81,000 compounds, 7.4% hits; AID 1794748
# HCT-15: HCT-15 colon cancer; 82,000 compounds, 5.2% hits; AID 1794746
# A498: A498 renal cancer cells | 76,000 compounds, 5.4% hits | AID 1794774
# SW-620: SW-620 colon cancer; 82,000 compounds, 5.2% hits
# COLO 205: COLO 205 colon cancer | 79,000 compounds, 7.3% hits
# HCT-116: HCT-116 colon cancer; 82,000 compounds, 7.3% hits
# Active calls of the source: *; x = no result given; & = joins results of further samples; [ ] = another dose, or the depositor's remark. Rule for the calls: active = growth percent below 10; inactive = the rest.
SMILES,HCC-2998,KM12,SNB-75,HT29,HCT-15,A498,SW-620,COLO 205,HCT-116
O=C(CSc1nc2ccc([N+](=O)[O-])cc2[nH]1)Nc1cccc([N+](=O)[O-])c1,62.9,57.4,49.5,57.6,54.4,31.7,73.8,52.5,33.6
N[C@@H](Cc1cc(I)c(Oc2ccc(O)c(I)c2)c(I)c1)C(=O)O,118.8,108.6,56.5,105.1,93.5,98.4,108.0,103.4,86.7
CCC(O)C(C)(C)N (configuration not stated),99.4,105.7,109.9,94.7,105.4,105.9,104.7,108.8,105.1
O=C(Nc1ccc(S(=O)(=O)Nc2ncccn2)cc1)c1ccc(C(=O)Nc2ccc(S(=O)(=O)Nc3ncccn3)cc2)cc1,103.3,98.1,91.7,98.8,101.3,98.3,103.7,116.7,96.9
O=C(CN1CCOCC1)n1cnc2ccccc21,106.3,102.2,81.2,110.1,97.3,89.0,100.3,124.0,94.2
COc1cc(C2=CC(c3ccc(C)cc3Br)N3C(C)=CSC3=N2)cc(OC)c1OC (configuration not stated),x,90.1,x,92.4,93.0,111.7,93.4,113.5,14.4
O=C(NNC(=O)c1cc2oc(-c3cccc(C(F)(F)F)c3)cc2[nH]1)c1ccccc1,98.3,58.1,64.5,95.4,93.6,97.5,76.6,96.3,90.5
COCCCNCC(=O)Nc1ccc(S(=O)(=O)c2ccc(NC(=O)CNCCCOC)cc2)cc1,100.0,109.9,83.0,83.6,101.9,127.1,102.5,89.6,93.7
Clc1ccc(SCNc2ccccc2Cl)cc1,105.1,108.0,95.5,102.5,99.0,66.3,112.9,125.0,96.3
O=C(O/N=C(\Cn1cncn1)c1ccc(Cl)cc1)c1ccc(Cl)cc1Cl,103.0,104.7,105.7,87.7,108.9,87.5,99.9,113.2,102.0
CC(C)NC(=O)c1ccccc1,96.3,104.8,92.5,104.4,105.5,83.6,106.6,99.8,104.5
CCn1c(/C(C#N)=C/c2ccncc2)nc2ccccc21,95.2,127.7,84.2,105.4,104.2,116.0,112.2,112.0,99.2
COc1cc2c(cc1OC)C(CNC(=O)/C=C/c1cc(OC)c(OC)c(OC)c1)C2 (configuration not stated),113.7,101.3,103.9,110.6,101.8,81.1,109.5,94.8,108.4
CC(=O)NC1C(O[C@H]2C[C@H]3[C@@H]4CC=C5C[C@@H](O)CC[C@]5(C)[C@H]4CC[C@]3(C)[C@H]2[C@H](C)C(=O)CCC(C)C)OCC(O)C1O (some centres not stated),89.5,70.1,37.8,36.8,30.5,-20.3*,49.4,30.1,31.8
CCCCn1c(=O)c(-c2cc(-c3ccc(Cl)cc3)nc(-c3ccc(Cl)cc3)c2)cc2ccccc21,119.3,100.9,94.0,98.3,104.7,108.4,96.8,110.4,95.4
COc1cc(/C=C/C(=O)N2CCN(C(=O)/C=C/c3ccc(F)cc3)CC2)cc(OC)c1OC,101.0,115.5,x,110.8,101.4,x,104.4,115.2,96.7
CCOC(=O)/C(C#N)=C/c1cccc(Br)c1,101.3,109.6,x,111.8,106.0,114.5,104.8,114.5,125.2
CC(C)(C)c1ccc(C(=O)Nc2nc3ccccc3s2)cc1,106.9,98.3,98.7,101.2,103.4,94.5,103.1,105.0,101.6
CCc1c(C)c2ccc(OC(=O)c3ccccc3)c(C(=O)/C=C/c3cc(OC)c(OC)c(OC)c3)c2oc1=O,98.1,106.5,79.8,97.4,104.8,104.3,104.9,103.1,91.1
NCCN(CCc1ccccc1)CCc1ccccc1,82.5,99.8,71.6,82.9,91.1,92.5,98.4,102.8,85.4
CCOC(=O)CC1CSC(Nc2cc(C(F)(F)F)cc(C(F)(F)F)c2)=N1 (configuration not stated),101.5,107.2,86.2,97.2,97.5,99.2,108.8,102.5,85.8
COc1ccc(S(=O)(=O)NCCNc2nc(Nc3ccc(N4CCN(C)CC4)cc3)nc3ccsc23)cc1,101.6,106.1,84.7,78.2,89.9,97.9,98.4,103.3,70.6
COc1cccc(-c2nc3sccn3c2-c2ccnc(NCCN3CCCN(C(=O)OC(C)(C)C)S3(=O)=O)n2)c1,104.1,87.7,61.2,45.3,67.5,118.2,133.7,53.0,69.9
CC(C)(C)c1ccc(OC(=O)Nc2ccccc2)cc1,107.4,104.0,106.1,101.0,104.3,97.7,105.7,119.2,97.4
CSc1nc(N)n2nccc2n1,100.3,114.4,78.5,102.3,108.3,109.4,97.9,105.0,99.2
N#CC(C#N)=C(O)/C(=C/c1ccc(Cl)cc1Cl)NC(=O)c1ccccc1,110.9,96.0,101.6,110.7,93.4,111.2,97.9,117.8,82.2
CN(C)S(=O)(=O)c1ccc(N)c([N+](=O)[O-])c1,103.2,106.0,83.4,109.7,103.7,89.4,111.5,93.4,98.1
O=C1C=CN2CC=C[C@H]2[C@H]1O,x,102.9,82.5,98.5,108.6,x,x,119.7,97.1
Cc1nc2ccccc2c(/C=C/c2ccc(Br)cc2)c1C(=O)c1ccccc1,93.6,87.1,88.5,82.0,85.7,97.9,90.6,90.7,70.3
C[C@]12CC[C@@H]3c4cc(OC(F)F)c(O)cc4CC[C@H]3[C@@H]1CC[C@@H]2O,110.9,75.6,92.0,108.6,56.9,99.2,94.6,114.3,97.7
COc1ccc(NC(=S)N/N=C/c2ccc(C#N)cc2)cc1,107.7,104.0,93.1,86.9,106.6,96.6,107.8,108.3,78.6
O=S(=O)(O)C(C(I)I)S(=O)(=O)O,101.4,103.0,98.3,117.6,110.1,106.0,104.8,110.4,106.8
CCCC1CC(C(=O)NC(C(C)Cl)C2OC(SC)C(O)C(O)C2O)N(C)C1 (configuration not stated),101.1,108.1,88.2,102.8,102.4,102.7,108.8,108.7,100.0
COc1ccc(-c2nnc(CNc3ccccn3)o2)cc1OC,103.8,96.2,77.0,102.0,102.0,115.0,98.3,101.3,98.9
COc1cccc(/C=C\C(=O)CCN2CCCC2)c1OC,91.2,82.3,75.8,92.3,86.7,114.7,94.1,88.8,85.3
CCCCOc1nc2ccc([N+](=O)[O-])cc2s1,x,99.1,98.0,100.6,93.9,98.9,94.5,95.9,82.4
COc1ccc(-c2nc3ccccc3nc2-c2ccc(OC)cc2)cc1,96.9,94.7,104.6,87.3,84.2,87.3,88.6,86.5,71.1
COC(=O)COc1ccc([N+](=O)[O-])cc1Cl,103.5,102.5,93.1,99.5,97.4,124.4,114.6,117.0,89.5
CC(=C\c1ccccc1)/C=C1/NC(=O)NC1=O,98.7,96.4,103.2,95.8,99.0,82.4,106.2,102.7,100.4
O=C(Sc1ccc(Cl)cc1)c1ccc(Cl)cc1,111.7&104.7,103.0&102.6,109.0&94.3,96.2&94.4,100.7&100.3,88.4&112.4,103.3&109.2,104.2&106.2,97.2&87.8
Cc1cccc(C)c1-n1cnc2ccccc2c1=O,99.3,100.8,98.9,100.3,102.4,122.3,97.6,108.3,93.7
O=[N+]([O-])c1cccc([I+]c2ccccc2)c1,67.2,60.5,46.9,27.3,52.5,40.5,40.0,40.1,47.7
C=C(C)[C@@H]1CC[C@]2(C(=O)NCCCC[C@@H](CO)NCCN)CC[C@]3(C)[C@H](CC[C@@H]4[C@@]5(C)CC[C@H](O)C(C)(C)[C@@H]5CC[C@]43C)[C@@H]12,105.0,105.3,91.1,112.7,104.3,100.0,93.4,107.7,101.6
Cn1c2nc(=O)[nH]c(=O)c-2cc2ccccc21,112.1,110.8,87.2,112.9,102.9,x,102.4,114.4,108.2
CC1(C)C(=O)CC[C@]2(C)[C@H]3CC=C4[C@@H]5C[C@@](C)(c6nnc(-c7ccncc7)o6)CC[C@]5(C)CC[C@@]4(C)[C@]3(C)CC[C@@H]12,113.9,104.7,100.7,102.7,104.0,130.6,106.4,112.5,102.2
COC(=O)C(OCc1ccccc1Br)C(=O)Nc1ccc([N+](=O)[O-])cc1 (configuration not stated),105.5,102.8,87.2,108.6,104.4,99.0,102.1,109.3,106.4
C(=N\N1CCCCCC1)/c1ccccc1,98.1,114.7,87.6,99.6,100.5,x,99.7,120.4,100.0
CC1=NC2=NC(=O)/C(=C3/N=C(C)C=C(c4ccccc4)N3N)NN2C(c2ccccc2)=C1,110.5,98.4,116.4,108.8,107.3,126.8,108.2,113.6,102.3
CO[C@H]1CO[C@H]2[C@@H]1OC[C@H]2OC,x,127.4,92.4,108.9,103.4,164.3,112.4,110.8,93.0
Cc1cc2c(n1C)CSCC2=O,112.6[100 µM],101.1[100 µM],77.2[100 µM],112.0[100 µM],111.8[100 µM],89.0[100 µM],103.0[100 µM],95.7[100 µM],88.7[100 µM]
O=C(/C=C(O)/C=C/c1coc2ccccc12)/C=C/c1coc2ccccc12,104.0,101.2,106.8,103.2,103.6,x,107.8,119.7,94.2
CC1(C)CC(O)(C(Cl)c2ccccc2)C(=O)c2ccccc21 (configuration not stated),92.5,96.2,56.2,81.2,88.9,95.7,96.5,112.8,81.4
COc1ccc2[nH]cc(-c3noc(C(=O)c4cn(C)c5ccc(F)cc45)n3)c2c1,101.3,92.6,74.6,108.5,94.4,95.8,95.1,96.0,100.6
O=C(CCCc1ccncc1)c1ccccc1,110.6,109.6,93.7,x,93.7,113.7,112.2,110.6,100.3
CSC1=Nc2ccccc2N=C(N2CCCC2)C1,100.9,102.4,97.9,98.7,87.4,121.0,107.0,111.4,101.3
CCc1ccc(Oc2cn[nH]c2-c2ccc(OCc3ccc(Cl)cc3)cc2O)cc1,106.0,89.7,80.3,89.3,77.5,122.6,96.0,100.4,69.1
O=C(CNc1nc(-c2cccc([N+](=O)[O-])c2)cs1)Nc1ccc([N+](=O)[O-])cc1Cl,121.3,103.0,100.2,112.1,103.8,100.9,104.0,112.2,113.0
O=C(/C=C/c1ccc2nc(-c3ccc(C(F)(F)F)cc3)sc2c1)c1cc(F)cc(F)c1,103.3,107.1,x,100.2,104.4,105.5,99.5,112.1,97.1
CCOC(=O)/C(C#N)=C/c1ccc(F)cc1,99.4,95.7,76.3,106.2,98.0,114.4,95.7,108.1,103.1
O=C1N=c2ccccc2=C/C1=C\c1sc(=O)[nH]c1O,114.3&101.3,103.4&100.4,93.9&95.3,104.4&97.1,113.5&99.5,95.9&106.6,103.0&102.0,117.0&104.1,97.6&98.5

# Quoted at random: 5 entries already listed.
SMILES,HCC-2998,KM12,SNB-75,HT29,HCT-15,A498,SW-620,COLO 205,HCT-116
CCc1ccc(Oc2cn[nH]c2-c2ccc(OCc3ccc(Cl)cc3)cc2O)cc1,106.0,89.7,80.3,89.3,77.5,122.6,96.0,100.4,69.1
CCOC(=O)/C(C#N)=C/c1ccc(F)cc1,99.4,95.7,76.3,106.2,98.0,114.4,95.7,108.1,103.1
COc1ccc2[nH]cc(-c3noc(C(=O)c4cn(C)c5ccc(F)cc45)n3)c2c1,101.3,92.6,74.6,108.5,94.4,95.8,95.1,96.0,100.6
CSC1=Nc2ccccc2N=C(N2CCCC2)C1,100.9,102.4,97.9,98.7,87.4,121.0,107.0,111.4,101.3
O=C(CNc1nc(-c2cccc([N+](=O)[O-])c2)cs1)Nc1ccc([N+](=O)[O-])cc1Cl,121.3,103.0,100.2,112.1,103.8,100.9,104.0,112.2,113.0

# Going on with the list.
SMILES,HCC-2998,KM12,SNB-75,HT29,HCT-15,A498,SW-620,COLO 205,HCT-116
O=[N+]([O-])c1ccc(-c2cn(-c3ccccc3)c(-c3ccccc3)n2)cc1,104.0,94.4,70.7,98.6,95.2,82.0,95.0,100.7,87.1
c1ccc2sc(N3CCCCC3)nc2c1,101.8,106.7,94.2,100.9,99.0,74.9,107.4,124.9,105.9
CN1CCN(c2nc(NCCNc3ccnc4cc(Cl)ccc34)c3ccccc3n2)CC1,9.6*,29.2,74.7,0.7*,16.1,102.1,26.5,-62.6*,6.4*
CC1=CCc2ccccc21,107.5,103.5,83.9,95.7,109.0,89.9,95.6,104.8,101.2
CCOc1ccc(N=c2ccc3c(-c4c(Cl)ccc(Cl)c4C(=O)O)c4ccc(Nc5ccc(OCC)cc5S(=O)(=O)O)cc4oc-3c2)cc1,112.3,93.0,91.7,118.8,102.9,112.8,95.7,122.4,102.6
COc1ccc(C(=O)CSc2nc(Nc3ccc(S(N)(=O)=O)cc3)c(C#N)c(C(C)C)n2)cc1,113.0,103.5,107.9,105.8,98.2,107.1,104.3,117.8,101.8
OCC1OC(n2cnc3c(=S)nc[nH]c32)CC1O (configuration not stated),99.6,112.2,82.0,103.3,96.1,91.1,109.5,138.6,88.6
CC(C)NCC(O)COc1ccc(CCOCC2CC2)cc1 (configuration not stated),x,112.8,99.3,97.9,107.5,90.7,102.3,116.5,106.5
CC1(C)[C@@H](O)CC[C@]2(C)[C@H]3CC[C@@H]4[C@H]5[C@H](c6cn(-c7ccccc7)nn6)CC[C@]5(CO)CC[C@@]4(C)[C@]3(C)CC[C@@H]12,110.5,88.0,81.9,84.7,88.8,87.6,94.3,95.2,94.4
ClC1=C(Cl)C(Cl)=C(Cl)C1=Cc1ccccc1,-82.8*,-84.7*,-77.0*,-30.1*,-55.1*,-74.1*,-56.2*,-55.6*,-99.0*
COc1nc(N)c(NS(=O)(=O)c2ccc(C(C)=O)cc2)c(=O)[nH]1,102.2,92.4,95.5,101.3,96.9,96.1,94.7,90.7,90.3
CN1C(=O)N(c2ccccc2)C(=O)C2(CC=CC2)C1=O,100.4,117.1,84.1,101.6,105.7,87.1,105.0,111.1,89.8

# In the list so far, 2 have a furan ring, fused or not:
SMILES,HCC-2998,KM12,SNB-75,HT29,HCT-15,A498,SW-620,COLO 205,HCT-116
O=C(NNC(=O)c1cc2oc(-c3cccc(C(F)(F)F)c3)cc2[nH]1)c1ccccc1,98.3,58.1,64.5,95.4,93.6,97.5,76.6,96.3,90.5
O=C(/C=C(O)/C=C/c1coc2ccccc12)/C=C/c1coc2ccccc12,104.0,101.2,106.8,103.2,103.6,x,107.8,119.7,94.2

# Screens (PubChem BioAssay)
